From PubChem BioAssay
HEK293 tox: HEK 293 cell cytotoxicity. Potency, µM (highest dose often 115 µM), without a hit: at the top dose activity change, negative = cytotoxicity, actives largely listed as inhibitors. hit rate 6.6% among 94,000. HEK 293 viability, ATP luminescence (CellTiter-Glo), 48-72 h; note: potency is the fitted concentration of half-maximal effect; nearly all actives have a fitted effect of over 60% in size
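qHTS cytotoxicity; HEK 293, 250 cells/well; compound pinned; 48 or 72 hr, 37 degree Celsius, 5% CO2, 95% humidity; CellTiter-Glo, 10 min RT; luminescence (ATP).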
FLuc inh: Photinus pyralis luciferase inhibition | purified P. pyralis luciferase, luminescence, biochemical | Potency, µM (series often up to 115 µM), inactives show at the top dose activity change, negative = inhibition, actives largely listed as inhibitors | hit rate 2.5% among 76,000 | AID 1347043; note: potency is the fitted concentration of half-maximal effect; nearly all actives have a fitted effect of over 65% in size
Target sequence (P08659 whole entry, looked up): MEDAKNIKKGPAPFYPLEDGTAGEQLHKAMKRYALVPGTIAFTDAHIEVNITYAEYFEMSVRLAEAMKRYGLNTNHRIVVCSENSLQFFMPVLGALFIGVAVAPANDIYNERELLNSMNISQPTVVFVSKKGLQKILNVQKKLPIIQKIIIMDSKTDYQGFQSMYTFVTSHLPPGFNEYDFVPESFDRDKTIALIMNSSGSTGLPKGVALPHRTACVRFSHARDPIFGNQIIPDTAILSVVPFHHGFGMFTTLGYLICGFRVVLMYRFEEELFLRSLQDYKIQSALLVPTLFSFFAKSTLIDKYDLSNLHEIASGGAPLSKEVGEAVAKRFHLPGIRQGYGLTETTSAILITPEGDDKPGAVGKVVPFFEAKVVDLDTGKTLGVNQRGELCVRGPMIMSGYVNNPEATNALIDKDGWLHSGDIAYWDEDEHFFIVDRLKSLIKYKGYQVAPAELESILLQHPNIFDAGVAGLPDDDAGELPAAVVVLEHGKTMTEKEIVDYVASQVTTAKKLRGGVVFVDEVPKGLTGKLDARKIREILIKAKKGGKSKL
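Purified 10nM P. pyralis luciferase with 10uM D-luciferin and 10uM ATP in 50mM Tris acetate pH 7.5, 10mM Mg acetate, 0.01% Tween-20, 0.05% BSA. qHTS titration; luminescence read by CCD imager.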
IP6K1 inhibitor: IP6K1 kinase inhibition. IP6K1 kinase, ADP-Glo luminescence, 2 h; stronger effect = lower value. activity change, % (series mostly up to about 58 µM). hit rate 0.81% among 140,000; in the data active = activity change below about -25%
Target sequence (Q92551 whole entry, looked up): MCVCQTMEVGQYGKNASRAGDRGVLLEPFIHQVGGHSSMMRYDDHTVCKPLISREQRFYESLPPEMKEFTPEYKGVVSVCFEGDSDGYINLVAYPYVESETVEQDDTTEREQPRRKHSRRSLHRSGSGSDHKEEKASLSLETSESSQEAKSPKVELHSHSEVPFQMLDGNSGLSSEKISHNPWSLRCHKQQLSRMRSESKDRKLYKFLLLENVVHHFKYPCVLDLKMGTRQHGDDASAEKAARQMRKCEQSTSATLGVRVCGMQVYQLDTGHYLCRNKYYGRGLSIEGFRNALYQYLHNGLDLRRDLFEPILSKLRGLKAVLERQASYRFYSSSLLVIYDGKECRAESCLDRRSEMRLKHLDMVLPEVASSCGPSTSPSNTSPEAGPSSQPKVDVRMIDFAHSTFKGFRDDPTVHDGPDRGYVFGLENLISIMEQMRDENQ
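ADP-Glo luminescence measures ADP made by human IP6K1 during a 2 h RT reaction with ATP/IP6 (mix at 1.3 mM/130 uM); top library doses 57.5 and 19.1 uM final.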
HEK293 viab: cell viability loss counter-screen; HEK-293-SNCA-luc viability, GF-AFC fluorescence, 24 h; Potency, µM (doses to about 57.1 µM), inactives show top-dose activity change, negative = cytotoxicity, hits mostly cytotoxic; hit rate 0.12% among 150,000;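 note: potency is the fitted concentration of half-maximal effect; 0% = DMSO-treated cells and -100% = medium-only wells without cells; nearly all actives have a fitted effect of over 30% in size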
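HEK-293-SNCA-luc cells (1500/well) plated 24 h, then exposed 24 h to a dilution series; GF-AFC added 30 min at 37C, fluorescence 405/540 nm; normalised to medium-only and DMSO wells, Hill fit.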
NIH3T3 tox: NIH 3T3 cell cytotoxicity; NIH 3T3 viability, CellTiter-Glo ATP luminescence, 48-72 h; Potency, µM (highest dose often 96.7 µM), for inactives: top-dose activity change, negative = cytotoxicity, actives largely listed as inhibitors; hit rate 4.3% among 94,000; note: potency is the fitted concentration of half-maximal effect; nearly all actives have a fitted effect of over 55% in size
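Cytotoxicity was measured by CellTiter-Glo ATP luminescence after 48 or 72 h compound exposure at 37 °C. Mouse NIH 3T3 fibroblasts were seeded at 400 cells/well and dosed by 23 nL pin transfer.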
SNCA expr inhib: SNCA gene expression inhibition; HEK-293 SNCA-luciferase knock-in, luminescence, 24 h; Potency, µM (highest dose often 57.2 µM), without a hit: at the top dose activity change, negative = inhibition, usual class: inhibitors; hit rate 0.17% among 140,000; AID 1671194;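 note: potency is the fitted concentration of half-maximal effect; plate controls were DMSO cells for no effect and cell-free wells for full effect; nearly all actives have a fitted effect of over 45% in size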
GPT2 inh: GPT2 alanine aminotransferase inhibition; Potency, µM (series often up to 57.7 µM), for the others: at the highest dose activity change, negative = inhibition, actives largely listed as inhibitors; Recombinant GPT2, coupled pyruvate oxidase/HRP Amplex Red fluorescence; hit rate 0.25% among 100,000; note: potency is the fitted concentration of half-maximal effect; nearly all actives have a fitted effect of over 60% in size; many of its hits are not listed in these tables
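Recombinant GPT2 (10ng/uL) with 250uM a-KG and 2mM L-alanine, 30 min at room temperature, in HEPES pH 7.5 buffer. Pyruvate detected by pyruvate oxidase/HRP/Amplex Red fluorescence after 30 min in the dark; AOA (50uM) as positive control.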
* marks the source's active call; other numbers are inactive results; i = inactive; ? = inconclusive; . = no result given; [ ] = another dose, or the depositor's remark. Unless noted, calls come from the whole dose curve; as a rule, active = well fitted curve in the direction sought with a large enough effect; inconclusive = small, poorly fitted or top-dose-only effect, or another doubt; inactive = no such curve, though single readings can be large; an effect the other way counts as inactive or inconclusive. Unless noted, % is set by controls: 0 for no effect and ±100 for the full control effect. Some of the compounds tested (hit frequency here may not be typical).

smiles	HEK293 tox	FLuc inh	IP6K1 inhibitor	HEK293 viab	NIH3T3 tox	SNCA expr inhib	GPT2 inh
Oc1ccccc1CN(CCN1CCCCC1)CC1CCCN(C2CCCC2)C1 (configuration not stated)	-6.5%	-6.2%	34.8	-2.5%	i	?	?
Cc1ccc(N(C)C(=O)C2CCN(S(=O)(=O)c3ccc4c(c3)CCCN4C(=O)C3CCC3)CC2)cc1	.	.	13.9	-13.4%	.	-11.2%	.
CN1CCC(N2CC[C@H](c3nnc(-c4ccccc4F)o3)C2)CC1	-22.5%[172 µM]	?	1.4	8.7%[87.6 µM]	-25.7%[174 µM]	65.3%[activator][87.6 µM]	-9.7%[88.5 µM]
Cc1ccc(N2C(=O)c3n[nH]c(C)c3C2c2ccc(Cl)cc2)cc1 (configuration not stated)	.	.	19.7	?	.	65.1%[activator]	.
Cc1cn(-c2cc(NC(=O)c3ccc(C)c(Nc4nccc(-c5cnccn5)n4)c3)cc(C(F)(F)F)c2)cn1	.	.	9.5	-11.2%	.	.	i
Cc1ccc2c(=O)cc(C(=O)Nc3sc4c(c3C(=O)NCC3CCCO3)CCCC4)oc2c1 (configuration not stated)	.	.	7.3	-11.3%	.	115.4%[activator]	.
COC1CCOC2(CCNCC2)C1 (configuration not stated)	-1.2%	-4.6%	-7.2	26.9%[12.5 µM]	-4.3%	-11.4%	i
O=c1[nH]c(SCc2c(F)cccc2Cl)nc2c1CCC2	.	.	-7.6	-5.5%	.	20.7%	.
Cc1ccc([S+](=O)([O-])N2CCCC(c3nn(-c4ccc(F)cc4)c(=O)[nH]3)C2)cc1 (configuration not stated)	?	-6.5%	-0.9	-12.8%	-12.5%	?	i
O=C1OC(c2ccc(O)cc2)(c2ccc(O)cc2)c2ccccc21	.	.	10.8	39.2%[23.9 µM]	.	-27.9%[25.6 µM]	-24.5%
CCS(=O)(=O)N1CC(=O)N(c2cc(C)ccc2C)C(C)(C(=O)NC2CCCCC2)C1 (configuration not stated)	.	.	4.5	-9.4%	.	-14.8%	.
CN(C)[S+](=O)([O-])c1ccc2c(c1)OCCN(Cc1cc(F)ccc1F)C2	?	-9.8%[172 µM]	0.9	-1.8%[87.6 µM]	?	-23.4%[87.6 µM]	-0.4%[88.5 µM]
COc1ccc(OC)c(C2CC(=O)Nc3c2c(=O)[nH]c2ncnn32)c1 (configuration not stated)	.	.	-0.3	17.5%	.	-11.9%	.
COc1ccc(-c2cc(N3CCC(NC(=O)c4cccs4)CC3)n[nH]2)cc1	?	-3.2%	-5.3	-14.8%	?	0.8%	i
O=C(c1ccc(Cn2ccnc2)o1)N1CCCn2nc(CO)cc2C1	i	-4.6%	29.9	?	-0.3%	?	-0.4%
Oc1cc(-c2nc3ccccc3s2)cc2c1OCCN(Cc1ncccn1)C2	?	?	3.3	3.4%	-37.1%	36.2%[activator]	i
CC(=O)c1ccc(NC(=O)CSc2c(C(C)C)cnc3c2c(=O)n(C)c(=O)n3C)cc1	.	.	6.3	10.7%	.	-6.8%	.
CCOc1cccc(CNC(=O)c2ccc3c(c2)N(S(=O)(=O)c2ccccc2)CC3)c1	?	-0.8%	11.7	-8.3%	-17.6%	?	-18.2%
NC(c1ccccc1)c1nnc2n1CCN(C(=O)N1CCCC1)C2 (configuration not stated)	i	.	5.9	2.8%	4.9%	-4.9%	i
Cc1cc(C)c2c(CC(=O)N3CCc4c(nc[nH]c4=O)C3)coc2c1C	-12.8%	-3.9%	-2.9	-13.3%	?	-12.6%	1.8%
COc1ccc(F)cc1C(=O)N1CCC2(CC1)CNC(C(=O)O)C2 (configuration not stated)	-14.2%	-9.8%	1.2	2.3%	-5.5%	12.7%	i
Cc1nc(N)ncc1-c1nc(N2CCOCC2)c2sc(C(C)(C)O)cc2n1	.	.	-15.9	?	.	3.3%	0.4%
Cn1c(COc2cccc(CN3CCCC3)c2Cl)nnc1C1CC(N)C1 (configuration not stated)	i	1.8%	22.6	5.8%	-9.5%	-19.1%	?
COc1ccc(-c2ccn(CC[C@](C)(C(=O)NO)S(C)(=O)=O)c(=O)c2)c(F)c1	.	.	16.6	2.4%	.	.	i
Cc1ccc(CCN2CCCC23Cc2ccccc2CNC3=O)cc1 (configuration not stated)	?	.	-13.8	3.3%	?	10.7%	i

Filtered by structure: those above with an aryl thioether with sulfur outside any ring (2)
smiles	HEK293 tox	FLuc inh	IP6K1 inhibitor	HEK293 viab	NIH3T3 tox	SNCA expr inhib	GPT2 inh
O=c1[nH]c(SCc2c(F)cccc2Cl)nc2c1CCC2	.	.	-7.6	-5.5%	.	20.7%	.
CC(=O)c1ccc(NC(=O)CSc2c(C(C)C)cnc3c2c(=O)n(C)c(=O)n3C)cc1	.	.	6.3	10.7%	.	-6.8%	.

Reprinted at random: 3 records from the list.
smiles	HEK293 tox	FLuc inh	IP6K1 inhibitor	HEK293 viab	NIH3T3 tox	SNCA expr inhib	GPT2 inh
COc1ccc(OC)c(C2CC(=O)Nc3c2c(=O)[nH]c2ncnn32)c1 (configuration not stated)	.	.	-0.3	17.5%	.	-11.9%	.
Cc1cn(-c2cc(NC(=O)c3ccc(C)c(Nc4nccc(-c5cnccn5)n4)c3)cc(C(F)(F)F)c2)cn1	.	.	9.5	-11.2%	.	.	i
Cc1ccc(N2C(=O)c3n[nH]c(C)c3C2c2ccc(Cl)cc2)cc1 (configuration not stated)	.	.	19.7	?	.	65.1%[activator]	.

(more compounds)
smiles	HEK293 tox	FLuc inh	IP6K1 inhibitor	HEK293 viab	NIH3T3 tox	SNCA expr inhib	GPT2 inh
Cc1ccc2c(c1)N(C(=O)CCC(=O)NCc1ccccc1Cl)CC(C)O2 (configuration not stated)	.	.	-2.6	5.9%	.	-20.4%	.
COc1ccc(C(=O)N2CCc3nc(C(C)C)nc(-c4ccc(O)cc4)c3C2)cc1	-10.6%	-4.7%	-2.6	-8.2%	-16.2%	-5.9%	-10.9%
CC(C)(C)C(=O)N[C@H]1C[C@@H](Cc2cc(COc3ccccc3)on2)C1(C)C	?	-1.6%[172 µM]	-2.6	-21.1%[87.6 µM]	?	-8.1%[87.6 µM]	-17.9%[88.5 µM]
O=C(Cc1ccc(Cl)cc1)Nc1ccc2oc(-c3ccccc3)nc2c1	.	.	-6.4	8.9%	.	22.1%	.
O=C(Nc1cccc(F)c1)N1CC(Oc2ccc(-c3noc(C4CCOCC4)n3)cc2)C1	?	?	3.4	3.6%	?	115.5%	i
N#Cc1ccc(CN2CCC3(C2)NC(=O)c2ccccc2O3)cc1 (configuration not stated)	i	2.2%[172 µM]	6.7	-2.6%[87.6 µM]	1.9%[138 µM]	44.8%[activator][87.6 µM]	-4.1%[88.5 µM]
Cc1ccccc1-c1ncc(CN(C)C(C)c2ccon2)s1 (configuration not stated)	?	-8.4%	1.2	-6.3%	?	52.3%[activator]	3.9%
Fc1ccc(CN2CCc3nc(N4CCN(c5ccccc5F)CC4)ncc3C2)c(F)c1	.	.	19.9	3.1%	.	-6.3%	.
Cc1ccc2oc3c(c(=O)c2c1)C(c1cccc(O)c1)N(CCCN1CCOCC1)C3=O (configuration not stated)	.	.	48.1	-4.0%	.	-0.1%	.
Cc1ccc(N2CCC(NC(=O)Cc3ccccc3C)C2=O)cc1C (configuration not stated)	4.1%	-7.7%	-0.4	0.2%	2.3%	-7.7%	i
CCN1Cc2ccccc2N(C[C@@H](O)COCc2ccccc2)CCC1=O	?	.	14.1	.	?	.	.
CN1CCCC1CCn1nc(C2CCNCC2)n(Cc2ccccc2)c1=O (configuration not stated)	i	-6.2%	-3.2	-0.4%	3.9%	11.6%	-4.2%
CC(=O)Nc1ccc(NC(=O)C2CCN(c3c(NC(C)=O)c(C)nn3-c3ccccc3)CC2)cc1	.	.	26.8	6.8%	.	36.6%[activator]	.
Cc1noc(C)c1CCNC(=O)C1CCCN(S(C)(=O)=O)CCC(=O)NCC1 (configuration not stated)	-4.6%	-10.1%	-5.0	14.2%	-1.6%	-19.5%	i
c1ccc(-c2noc(CC3CCOC4(CCN(Cc5cccnc5)CC4)C3)n2)cc1 (configuration not stated)	25.1µM*	2.5%	-7.0	-20.3%	?	-7.4%	4.7%
Cc1noc(-c2cn(C3CCCN(C(=O)c4ccc(C)c(F)c4)C3)nn2)n1 (configuration not stated)	-20.1%	-5.4%	3.9	-9.8%	?	-5.7%	-5.4%
O=C(c1n[nH]c2ccccc12)N1C[C@@H](CO)[C@H](c2ccccn2)C1	-3.2%	-24.1%	0.0	14.0%	-0.7%	3.8%	i
Cc1cc(-c2nn(-c3ccccc3F)cc2CN(C)C(C)c2ccon2)c(C)s1 (configuration not stated)	?	-3.3%	1.6	-0.1%	?	-22.8%	-5.6%
Cc1noc(C)c1S(=O)(=O)N1CCCC(Cc2nncn2C)C1 (configuration not stated)	-5.7%	-10.3%	9.7	-54.4%	-8.4%	-9.5%	i
CCc1noc(-c2cccn3c(CNC(=O)Cc4ccc(C)cc4)nnc23)n1	i	-0.5%	22.6	-15.4%	-1.0%	2.9%	2.6%
CC(=O)NC1(C)CCCN(Cc2cccc(Nc3cccc(C#N)c3)c2)C1 (configuration not stated)	?	0.4%[172 µM]	9.4	-11.5%[87.6 µM]	?	-21.3%[87.6 µM]	-0.6%[88.5 µM]
CCc1ccccc1NC(=O)N1CCCn2nc(C)cc21	.	.	12.9	-6.3%	.	0.4%	.
Cc1ccc(F)c(OC2(C(=O)O)CCN(CC3[C@H]4CNC[C@@H]34)CC2)c1 (some centres not stated)	-2.3%	0.3%	5.3	-24.0%	-10.3%	19.3%	i
N[C@H](C(=O)O)[C@H]1C[C@@H]1C(=O)O	.	.	.	-0.3%	.	-2.7%	i
COc1ccccc1CC(=O)N1CCC2(CC1)N=C(c1ccc(C)cc1)NO2	?	0.3%	15.7	-12.4%	?	-16.6%	i
O=C(c1cccc2[nH]ccc12)N1CCC(Cc2nncn2Cc2ccccc2)C1 (configuration not stated)	?	?	14.5	-9.5%	-19.4%	70.7%[activator]	-11.2%
COc1cc(OC)cc(C(=O)NC2CCN(c3cc(-c4ccc(F)cc4)[nH]n3)C2)c1 (configuration not stated)	?	3.3%	0.0	-11.7%	?	-25.7%	-25.6%
COc1ccc(-c2ccccc2)cc1N1C(=O)[C@@H]2C[C@H]1CN2Cc1nc[nH]c1C	?	-1.1%	9.2	5.5%	-29.6%	-16.5%	?
